High-throughput results (PubChem)
V-ATPase pH – regulators of yeast V-ATPase proton pumping, primary screen, pHLuorin cytosolic pH fluorescence. S. cerevisiae. response, % at 10 µM. 350,000 tested, 0.37% active. AID 504577, 2011; in the data active = response mostly above about 7.3%, no sharp cut-off; inactive = mostly below about 5.4%; note: actives read high; inactives centre near 0; some compounds called inactive have numbers as strong as hits
CDK5 inh – inhibitors of human CDK5/p35 kinase, primary screen, biochemical, single concentration; Cyclin-dependent kinase 5 (Homo sapiens) + Cyclin-dependent kinase 5 activator 1 (Homo …; Recombinant CDK5/p35, ADP-Glo luminescence, 60 min; inhibition, % at 10 µM; 330,000 tested, 0.01% active; AID 488839, 2010;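 active = highest replicate inhibition of at least 50% and at least 75% of replicates reaching 50%; inconclusive = only one of the two criteria met; inactive = both criteria failed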;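 note: plate controls were DMSO neutral control for no effect and GW8510 at 10 µM for full effect; many of its hits are not listed in these tables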
Target sequence (Q00535 whole entry, looked up): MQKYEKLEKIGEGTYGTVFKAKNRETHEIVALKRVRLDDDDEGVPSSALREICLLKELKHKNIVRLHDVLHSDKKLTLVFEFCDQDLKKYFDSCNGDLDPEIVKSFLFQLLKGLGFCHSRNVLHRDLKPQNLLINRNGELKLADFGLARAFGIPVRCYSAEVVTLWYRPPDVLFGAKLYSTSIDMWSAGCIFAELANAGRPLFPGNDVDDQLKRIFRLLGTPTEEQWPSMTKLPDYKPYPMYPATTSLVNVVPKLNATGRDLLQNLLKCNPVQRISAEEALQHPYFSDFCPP
Target sequence (Q15078 whole entry, looked up): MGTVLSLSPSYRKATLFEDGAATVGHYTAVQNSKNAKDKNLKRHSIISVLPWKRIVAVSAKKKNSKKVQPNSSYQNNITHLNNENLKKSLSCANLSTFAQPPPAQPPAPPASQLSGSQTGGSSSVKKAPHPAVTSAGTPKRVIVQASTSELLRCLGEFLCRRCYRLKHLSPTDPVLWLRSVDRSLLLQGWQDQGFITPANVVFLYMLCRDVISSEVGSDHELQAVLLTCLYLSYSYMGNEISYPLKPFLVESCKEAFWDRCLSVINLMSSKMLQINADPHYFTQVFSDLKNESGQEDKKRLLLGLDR
CAL PDZ FP-1 – CAL PDZ peptide-binding inhibitors, primary screen, biochemical, fluorescence polarization, Cer-tagged CAL PDZ, HTS | Golgi-associated PDZ and coiled-coil motif-containing protein (Homo sapiens), Q9HD26 | AID 504414, 2011 | 330,000 tested, 0.02% active | inhibition, % at 20 µM | purified CAL PDZ, TMR-peptide fluorescence polarization, 1 h;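 active = highest replicate inhibition of at least 40%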;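 note: plate controls were DMSO neutral control wells for no effect and unlabeled competitor peptide control wells for full effect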
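Read-out basis: mP drop reported as inhibition | Assay system: Tagged CAL PDZ protein CerCALP, purified | Benchmarks: Unlabelled peptide for full inhibition, DMSO wells as neutral | Schedule: 1 h incubation at room temperature before polarization reading | Buffer or medium: Sodium phosphate/NaCl buffer pH 7.4 with TCEP, IgG, Thesit | Doses: Single point, 20 µM | Measured by: Fluorescence polarization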
CAL PDZ FP-2 – untagged CAL PDZ binding inhibitors, primary screen, biochemical, fluorescence polarization, HTS. 300,000 tested, 0.92% active. inhibition, % at 24.9 µM. purified CAL PDZ, TMR-peptide fluorescence polarization, 1 h. AID 602252, 2012;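 active = mean inhibition of at least 30% with at least half of replicates also reaching 30%; inconclusive = no clear call, values can overlap the other calls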;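 note: 0% = DMSO neutral control and 100% = excess unlabeled competitor peptide PRC23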
dFosB act – activators of delta FosB homodimer, primary screen, biochemical, fluorescence polarization, TAMRA-CDK5 oligo, single point; purified delta FosB; percent of positive-control signal above neutral wells; Protein FosB (Mus musculus), P13346; activation, % at 25 µM; 340,000 tested, 0.99% active; AID 493131, 2011;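 active = mean activation above about 17%, with every replicate also reaching it, limit read from the data, passing the limit was not always enough; inconclusive = only one of the two conditions met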;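 note: fluorescence polarization rise as delta FosB binds a TAMRA Cdk5 AP-1 oligo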
Tat export inh – E. coli Tat export inhibitors, primary screen, MC4100, TorA-mCherry reporter, fluorescence, single point; inhibition, % at 10 µM; 340,000 tested, 0.036% active; AID 488895, 2010;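 active = mean replicate inhibition at least 50% and at least half of replicates individually reaching 50%; inconclusive = only one of the two criteria met; inactive = neither criterion met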;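 note: exported cargo escapes ClpAP degradation while cytoplasmic cargo is degraded and loses fluorescence; 0% = median of neutral control wells and 100% = median of NaSCN control wells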
MITF act – activators of MITF-driven TRPM1 promoter reporter, primary screen, cell-based, SK-MEL-5, luciferase, single point; SK-MEL-5 TRPM1-promoter luciferase, 24 h; % of positive control, neutral wells = 0; 300,000 tested, 0.75% active; activation, % at 12.5 µM;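 active = mean activation of at least 80% with every replicate also reaching 80%; inconclusive = mean reaches 80% but some replicate falls short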;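 note: 0% = neutral control wells and 100% = parthenolide positive control wells; values of inactives mirror those of a sister screen read the other way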
RTF Ca sens act – cardiac RTF calcium sensitivity activators, primary screen, biochemical, IANBD-TnC fluorescence, EC20 calcium. IANBD-labeled TnC RTF fluorescence at EC20 calcium; 0% EC20 calcium, 100% full calcium. activation, % at 7.2 µM. 340,000 tested, 0.24% active;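 active = activation above the mean over all tested compounds plus 3 SD, cut at about 30% in these data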;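 note: rise in fluorescence read as greater calcium sensitivity of cardiac thin filaments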
Rtt109 HAT inh – inhibitors of C. albicans Rtt109/Vps75 HAT, primary screen, biochemical, ThioGlo CoA-SH fluorescence, plate reader. Histone acetyltransferase RTT109 (Candida albicans (strain SC5314 / ATCC MYA-2876)), …. purified Rtt109/Vps75, 4 h. inhibition, % at 34.9 µM. 330,000 tested, 0.16% active. AID 540336, 2011;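 active = inhibition of at least 50% in every replicate; inconclusive = best replicate reaches 50% inhibition but some replicates fall short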
Target sequence (Q5AAJ8 whole entry, looked up): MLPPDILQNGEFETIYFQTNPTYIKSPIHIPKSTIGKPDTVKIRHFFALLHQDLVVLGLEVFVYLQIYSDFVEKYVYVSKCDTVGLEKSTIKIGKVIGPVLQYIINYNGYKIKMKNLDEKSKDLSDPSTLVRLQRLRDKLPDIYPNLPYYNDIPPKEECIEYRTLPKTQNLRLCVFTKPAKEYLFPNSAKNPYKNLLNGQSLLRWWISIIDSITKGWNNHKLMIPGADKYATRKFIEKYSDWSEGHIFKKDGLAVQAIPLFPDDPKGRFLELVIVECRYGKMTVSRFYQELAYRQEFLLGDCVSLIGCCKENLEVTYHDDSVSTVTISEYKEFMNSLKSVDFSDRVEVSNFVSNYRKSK
Wnt bcat act – Wnt/beta-catenin pathway activators, primary screen, cell-based, plate reader, single point; activation, % at 9.35 µM; Wnt/beta-catenin reporter cell assay, activator; 300,000 tested, 1.2% active; in the data active = activation above about 30%, passing the limit was not always enough; inconclusive = no clear call, values can overlap the other calls;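 note: 0% = neutral control wells and 100% = positive control wells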
* = called active by the depositor; ? = inconclusive; . = no result given. Random draw from the library. Share with any hit: about 4.1%.

SMILES,CAL PDZ FP-2,Rtt109 HAT inh,dFosB act,RTF Ca sens act,MITF act,CDK5 inh,Wnt bcat act,Tat export inh,CAL PDZ FP-1,V-ATPase pH
CCOC(=O)c1oc2ccc3c(c2c1C)C(=O)CC1(CCN(C(=O)OCC)CC1)O3,-2.5,5.8,-6.6,-0.1,-9.2,-1.9,.,-0.9,-1.3,0.7
O=C(NCCN1CCOCC1)c1ccc(CS(=O)c2ccccc2Cl)o1 (stereo unspecified),-4.3,16.4,-2.0,0.4,-4.9,0.9,-2.2,4.4,-1.6,-4.4
CCCn1c(SCC(=O)Nc2ccccc2-c2ccccc2)nnc1-c1ccoc1C,-2.7,11.2,-7.7,0.9,-4.2,-0.5,-3.5,-1.1,.,1.3
C=CCOc1ccc(/C=C/C(=O)OCC(=O)N2CCN(S(=O)(=O)c3ccc(C)cc3C)CC2)cc1,47.1*,-2.2,5.2,0.1,.,-0.6,-2.4,3.4,-0.3,1.4
CC(C)(C)OC(=O)NCCC(=O)N/N=C/c1cccc2cccnc12,-4.2,-2.5,-4.3,-0.8,.,0.5,0.4,-2.1,1.5,1.9
O=C(O)c1cc(-c2ccccc2)n(-c2ccc(Cl)cc2Cl)n1,-4.0,4.0,-0.2,-5.9,1.1,-1.9,1.5,8.4,0.0,-1.9
Cc1ccc([N+](=O)[O-])cc1NC(=S)NC(=O)c1cccnc1,-3.6,11.0,-6.4,-4.5,3.4,0.4,10.1,18.2,-2.1,3.4
O=C(Nc1c(S(=O)(=O)c2ccccc2)csc1Br)c1ccccc1Cl,-0.7,2.0,-0.6,.,.,-1.7,-1.7,2.1,-1.3,1.8

Rewritten with values ahead of the structure: entries from further up.
CAL PDZ FP-2	Rtt109 HAT inh	dFosB act	RTF Ca sens act	MITF act	CDK5 inh	Wnt bcat act	Tat export inh	CAL PDZ FP-1	V-ATPase pH	Compound
-3.6	11.0	-6.4	-4.5	3.4	0.4	10.1	18.2	-2.1	3.4	Cc1ccc([N+](=O)[O-])cc1NC(=S)NC(=O)c1cccnc1
-2.5	5.8	-6.6	-0.1	-9.2	-1.9	.	-0.9	-1.3	0.7	CCOC(=O)c1oc2ccc3c(c2c1C)C(=O)CC1(CCN(C(=O)OCC)CC1)O3

Next entries:
SMILES,CAL PDZ FP-2,Rtt109 HAT inh,dFosB act,RTF Ca sens act,MITF act,CDK5 inh,Wnt bcat act,Tat export inh,CAL PDZ FP-1,V-ATPase pH
O=C(Nc1ccc(OC(F)F)cc1)c1cc(S(=O)(=O)N2CCOCC2)ccc1N1CCCC1,-1.3,-4.8,-9.9,-5.4,1.5,1.2,3.2,6.2,-0.8,0.3
COc1ccc(N(C(=O)c2ccc(S(=O)(=O)N3CCCC3)cc2)C2C=CS(=O)(=O)C2)cc1 (stereo unspecified),-1.2,-4.3,-7.7,1.7,-10.1,-1.4,39.8*,-0.2,-2.2,0.3
COc1ccc(C(=O)c2c(C)c3ccccc3n2CC(O)CNC(C)C)cc1 (stereo unspecified),-4.2,.,-12.3,-1.2,-31.2,-1.2,-2.0,-2.5,-1.5,7.5
CCSC1=N/C(=C\c2cccc(F)c2)C(=O)S1,-2.7,12.4,4.3,-7.3,1.8,1.0,0.3,1.4,-0.2,0.3
CCN(c1ccc(NC(=O)COC(=O)CCc2nc3ccccc3n2-c2ccccc2)cc1)C(C)C,-1.9,2.2,-6.1,1.8,-3.4,-0.4,-3.0,2.7,-0.3,0.1
FC(F)Oc1ccc(-c2csc(NNC3=NCCCCC3)n2)cc1,-4.3,7.2,-8.3,0.1,-5.3,1.7,8.5,-4.6,0.9,-0.7
CC1CCN(S(=O)(=O)c2ccc(NC(=O)CSc3ncccc3C(=O)O)cc2)CC1,-3.4,-9.4,1.8,-0.2,-4.2,1.3,.,-11.5,-0.1,-0.9
Cc1cc(C(=O)CSc2nc3ccc(Cl)cc3[nH]2)c(C)n1Cc1ccco1,-1.4,2.1,-3.0,-4.8,-25.9,1.0,1.8,-2.5,0.4,-1.9

New compounds follow:
SMILES,CAL PDZ FP-2,Rtt109 HAT inh,dFosB act,RTF Ca sens act,MITF act,CDK5 inh,Wnt bcat act,Tat export inh,CAL PDZ FP-1,V-ATPase pH
CCCc1ccc(C(=O)NNc2ccccc2F)cc1,-5.3,-0.4,-6.3,-1.1,.,-0.3,-1.5,-6.5,-1.1,-1.9
O=C(COc1cccc([N+](=O)[O-])c1)NN1C(=O)c2ccccc2C1=O,.,9.2,1.4,1.2,-6.4,1.2,0.6,2.8,-0.4,5.0
O=C(CSc1nnc2ccc(-c3cccnc3)nn12)Nc1ccccc1,-3.3,-9.7,-5.1,3.3,6.5,-0.8,-0.3,-1.9,-2.0,-0.3
CCC(=O)c1ccccc1OCCN1C(=O)NC(C)(C)C1=O,.,5.6,-2.8,7.1,4.0,0.8,-1.6,1.4,-1.7,-1.7
C[C@H](NC(=O)N1CCn2c1nc1ccccc12)C(=O)NCC1CCCO1 (stereo partly specified),3.9,-14.7,-1.7,-1.7,6.0,-1.2,-1.1,-3.5,-1.1,6.2
COc1cc(C(=O)NC2CCCC(C)C2C)ccc1OCC(=O)N1CCOCC1 (stereo unspecified),-5.1,-6.9,-2.1,-0.8,-4.6,0.0,1.9,3.7,-0.2,1.1
Cc1cc(C)n(-c2ccc(Cl)c(C(=O)NCc3ccccc3)n2)n1,-0.1,-9.4,-5.7,0.2,-8.2,0.2,-0.8,-7.4,-3.9,-1.6
Cc1cccc(NC(=O)c2ccc(S(=O)(=O)N3CCC(C)CC3)cc2)n1,.,-1.6,-10.2,-1.9,-18.9,0.0,-0.7,-9.2,-0.7,0.6

Other entries follow.
SMILES,CAL PDZ FP-2,Rtt109 HAT inh,dFosB act,RTF Ca sens act,MITF act,CDK5 inh,Wnt bcat act,Tat export inh,CAL PDZ FP-1,V-ATPase pH
O=Cc1cc(Cl)ccc1OCCN1CCC(Cc2ccccc2)CC1,-1.4,-4.2,0.4,0.8,.,0.9,-1.3,-2.8,-1.5,-1.5
O=C1CCc2cc(S(=O)(=O)N3CCCC3C(=O)N3CCN(c4ccccc4)CC3)ccc2N1 (stereo unspecified),2.8,3.2,-0.8,2.0,2.9,-0.5,0.1,-9.1,0.5,1.8
Cc1ccc(S(=O)(=O)NC2(C(F)(F)F)NC(=O)N(Cc3ccccc3)C2=O)cc1 (stereo unspecified),.,-4.8,2.2,-4.0,5.6,-0.6,-2.7,7.4,-0.8,0.0
Cc1ccc2cc(/C=C(\C#N)C(N)=O)c(N3CCCCC3)nc2c1,-0.3,-0.9,-8.7,-3.8,4.3,0.4,19.7,5.7,-2.5,-1.3
Cc1cc2c(cc(C(=O)OC(C)C(=O)NCc3ccc(F)cc3)n2C)o1 (stereo unspecified),.,?,-4.2,2.7,-10.7,-0.1,3.0,-10.7,-1.7,-6.4
CCO[C@H]1OC(C(=O)N2CCN(C)CC2)=C[C@@H](c2ccc(Br)cc2)[C@@H]1CCCO,-3.3,1.1,0.0,0.4,2.3,1.1,-3.1,-4.1,1.0,4.0
C=CCSc1[nH]c(=O)cc(C)c1C(N)=O,-5.6,-18.0,6.2,2.6,2.0,-1.1,-4.9,-2.6,-0.5,1.3
CC1CC(C)CN(C(=O)C2CCN(S(=O)(=O)c3c(Cl)cccc3Cl)CC2)C1 (stereo unspecified),-7.9,6.2,-7.6,-0.8,-3.0,0.4,-3.7,-0.5,-1.3,4.4

More entries:
SMILES,CAL PDZ FP-2,Rtt109 HAT inh,dFosB act,RTF Ca sens act,MITF act,CDK5 inh,Wnt bcat act,Tat export inh,CAL PDZ FP-1,V-ATPase pH
CCn1c(=O)c(=O)[nH]c2cc(C(=O)NC(C)c3ccc(S(N)(=O)=O)cc3)ccc21 (stereo unspecified),-1.5,-7.9,0.1,-3.0,9.6,0.1,1.6,-9.3,-1.7,-2.3
COc1cccc(CNC(=O)CCC2CCCN(C(=O)c3cccc4c(C)c(C)[nH]c34)C2)c1 (stereo unspecified),2.6,17.5,-8.6,4.1,-2.5,-1.0,-1.6,-1.1,0.5,-1.8
Cc1cc(N2CCN(C(=O)c3ccco3)CC2)n2ncc(-c3ccccc3)c2n1,.,-7.3,-1.0,-6.1,.,1.3,-0.4,-2.1,0.7,2.6
CC1(C(=O)N2CC3(CC(c4cccc(NC(=O)COc5ccc(Cl)cc5)c4)=NO3)C[C@@H]2C(N)=O)CC1 (stereo partly specified),7.7,-8.3,-1.4,-3.5,7.3,-0.2,0.6,2.7,-1.3,0.3
COC(=O)C1CN(S(=O)(=O)c2ccccc2)CCN1S(=O)(=O)c1ccccc1 (stereo unspecified),-2.2,16.1,-8.9,-3.7,-0.3,0.2,.,2.6,-0.8,-0.4
Cc1ccc(N=Nc2c(C)[nH]n(-c3ccccc3)c2=O)c(C)c1,5.4,-6.4,0.7,3.6,-19.2,-1.2,-1.9,0.1,0.3,0.9
Cc1cc(C)c(OCC(=O)Nc2ccccn2)c([N+](=O)[O-])c1,-0.5,5.4,5.1,2.0,12.0,2.8,-1.5,0.0,-0.3,-0.7
CC(C)(C)OC(=O)N1CCN(C(=O)[C@H](Cc2ccc(O)cc2)n2cc(CCO)nn2)CC1,-0.4,-7.7,0.5,-3.5,9.5,-1.0,0.8,-5.2,0.2,-3.7
CNCC(O)C(O)C(O)C(O)CO (stereo unspecified),-1.1,-2.0,-2.7,-2.5,4.7,-0.5,-0.3,1.8,0.6,-2.1
Cn1c(O)c(/C=C2\C=NN=C2c2ccccc2)sc1=S,-3.4,1.8,?,3.8,6.4,-1.2,-1.8,-2.7,-0.4,-1.2
